Bioassay records: PubChem, The Scripps Research Institute Molecular Screening Center
M1 antag = human M1 muscarinic receptor antagonists, primary screen, CHO-K1 cells, Fluo-8 calcium fluorescence, 1536-well; Muscarinic acetylcholine receptor M1 (Homo sapiens), P11229; CHO-K1 hM1, ACh EC80 antagonist; inhibition, % at 3 µM; 1.3% of 360,000 active; AID 588852, 2011;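 active = percent inhibition above its own plate's cutoff, namely the mean of that plate's compound wells plus 3 SD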;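 note: peak over basal fluorescence ratio during 140 s after agonist addition; 0% = ACh EC80 plus DMSO and 100% = DMSO alone without agonist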
Target sequence (P11229 whole entry, looked up): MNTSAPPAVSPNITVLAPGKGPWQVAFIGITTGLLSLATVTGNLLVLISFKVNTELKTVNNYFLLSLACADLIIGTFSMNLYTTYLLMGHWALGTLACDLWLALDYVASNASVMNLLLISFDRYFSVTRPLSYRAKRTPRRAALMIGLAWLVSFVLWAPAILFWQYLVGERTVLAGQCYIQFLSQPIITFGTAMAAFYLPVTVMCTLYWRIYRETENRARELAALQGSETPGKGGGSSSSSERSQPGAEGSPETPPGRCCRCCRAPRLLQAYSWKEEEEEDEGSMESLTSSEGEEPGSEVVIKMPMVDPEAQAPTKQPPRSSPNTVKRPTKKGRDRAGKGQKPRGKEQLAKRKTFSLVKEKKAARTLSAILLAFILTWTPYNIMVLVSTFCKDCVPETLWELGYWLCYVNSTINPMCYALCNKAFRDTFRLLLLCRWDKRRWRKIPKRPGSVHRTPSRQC
TAAR1 ag = human TAAR1 agonists, primary screen, Fluo-8 calcium fluorescence, CHO RD-HGA16 cells; vehicle wells 0%, saturating PEA agonist 100%; activation, % at 3 µM; 0.99% of 360,000 active; AID 624467, 2012;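 active = activation above the mean activation of all test compounds in the run plus 3 SD, cut at about 38% in these data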
Target sequence (Q96RJ0 whole entry, looked up): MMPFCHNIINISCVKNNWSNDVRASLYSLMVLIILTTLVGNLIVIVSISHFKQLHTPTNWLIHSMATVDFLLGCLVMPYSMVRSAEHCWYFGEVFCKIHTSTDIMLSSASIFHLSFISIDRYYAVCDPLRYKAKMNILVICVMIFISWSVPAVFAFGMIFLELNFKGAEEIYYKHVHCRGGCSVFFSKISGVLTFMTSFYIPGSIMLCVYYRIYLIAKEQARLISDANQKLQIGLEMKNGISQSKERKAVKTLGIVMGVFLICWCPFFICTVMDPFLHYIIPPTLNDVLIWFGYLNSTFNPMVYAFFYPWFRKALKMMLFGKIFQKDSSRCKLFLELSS
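Test system: RD-HGA16 (CHO) cells co-expressing Gα16 and hTAAR1 / Benchmarks: DMSO vehicle as 0%, PEA at EC100 as 100% / Repeats: no replicates (n 1) / Measure: % activation from peak over basal fluorescence ratio, DMSO-to-PEA scaled / Timing: 17-24 h plating, Fluo-8 75 min 37 °C, 30 min RT / Technique: kinetic Fluo-8 calcium fluorescence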
CHRM5 PAM = human M5 muscarinic receptor positive allosteric modulators, primary screen, CHO-K1 cells, Fluo-8 calcium fluorescence; activation, % at 3 µM; CHO-K1 hM5, ACh EC20 PAM; 0% = ACh EC20, 100% = ACh EC100; 0.3% of 360,000 active;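 active = activation above the run cutoff, the mean activation of all test compounds plus 3 SD, cut at about 18% in these data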
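Assay system – human M5 receptor in CHO-K1 cells · Read-out – % activation, ACh-normalized · Technique – Fluo-8 calcium fluorescence · Dosing – single-point, 3 µM nominal · Incubation – Fluo-8 loading 80 min at 37 °C plus 30 min room temperature · Repeats – singlicate, one well per test compound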
M4 antag = human M4 muscarinic receptor antagonists, primary screen, CHO cells, Fluo-8 calcium fluorescence; Muscarinic acetylcholine receptor M4 (Homo sapiens), P08173; CHO-hM4 cells, ACh EC80; inhibition, % at 3 µM; 0.73% of 360,000 active; AID 624125, 2012;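 active = inhibition above its plate's cutoff, the mean inhibition of sample wells plus 3 SD, cut at about 27% in these data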;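 note: 0% = acetylcholine EC80 with DMSO and 100% = DMSO without agonist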
CHRM4 agonist = human M4 muscarinic receptor agonists, primary screen, CHO-K1 cells, Fluo-8 calcium fluorescence | 0.14% of 360,000 active | CHO-K1 hM4/Gqi5; vehicle 0%, full acetylcholine response 100% | activation, % at 3 µM | Muscarinic acetylcholine receptor M4 (Homo sapiens), P08173;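 active = activation above the run mean over all test wells plus 3 SD, cut at about 32% in these data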;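 note: peak over basal fluorescence ratio per well then scaled between controls; 0% = DMSO wells and 100% = acetylcholine at EC100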
M1 ag = human M1 muscarinic receptor agonists, primary screen, Fluo-8 calcium fluorescence, CHO-K1 cells, HTS. 0.33% of 360,000 active. Muscarinic acetylcholine receptor M1 (Homo sapiens), P11229. CHO-K1 hM1, agonist mode; 0% DMSO, 100% acetylcholine EC100. activation, % at 3 µM. AID 588814, 2011;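 active = activation above the run's mean compound activation plus 3 SD, cut at about 16% in these data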;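 note: peak over basal fluorescence ratio within a 140 s kinetic read after compound addition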
CHRM1 PAM = human M1 muscarinic receptor positive allosteric modulators, primary screen, CHO-K1 cells, Fluo-8 calcium fluorescence, 1536-well; 0.088% of 360,000 active; CHO-K1 hM1, ACh EC20; 0% = ACh EC20, 100% = maximal ACh; activation, % at 3 µM; in the data active = activation above about 19%, passing the limit was not always enough
CHRM5 agonist = human M5 muscarinic receptor agonists, primary screen, CHO-K1 cells, Fluo-8 calcium fluorescence | Muscarinic acetylcholine receptor M5 (Homo sapiens), P08912 | CHO-K1 hM5 cells; 0% DMSO wells, 100% maximal acetylcholine response | activation, % at 3 µM | 0.19% of 360,000 active | AID 624037, 2012;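 active = activation above the run's mean over test compounds plus 3 SD, cut at about 23% in these data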;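 note: signal is peak over basal fluorescence ratio across the kinetic read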
CHRM5 antagonist = human M5 muscarinic receptor antagonists, primary screen, CHO cells, Fluo-8 calcium fluorescence. Muscarinic acetylcholine receptor M5 (Homo sapiens), P08912. CHO-hM5 cells, ACh EC80. inhibition, % at 3 µM. 0.59% of 360,000 active;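 active = inhibition above a per-plate cutoff, the mean of that plate's test compounds plus 3 SD, cut at about 27% in these data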;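 note: 0% = acetylcholine EC80 with DMSO and 100% = DMSO without agonist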
An asterisk follows results filed as active; . = not tested or not shown. Not all compounds are listed; the hit share may differ from the screen's.

SMILES	M1 antag	TAAR1 ag	CHRM5 PAM	M4 antag	CHRM4 agonist	M1 ag	CHRM1 PAM	CHRM5 agonist	CHRM5 antagonist
COc1ccc2[nH]c(C(=O)N3CCCN(Cc4ccc(F)cc4)CC3)cc2c1	-11	1	-3	-13	5	-4	0	-7	3
Cc1c(O)c(C)c2c(c1O)C(=O)C[C@@H](c1ccccc1)O2	2	8	-3	-2	0	-11	-5	-10	2
Cn1c(CNC(=O)OC(C)(C)C)n[nH]c1=S	4	7	-2	10	0	-4	-1	0	9
Cc1c(C#N)c2ccccc2n1CC(=O)N1CCCC1	-11	9	-6	-3	1	-5	7	-6	-2
O=[N+]([O-])c1ccc(Cl)cc1NCCCN1CCOCC1	3	-1	0	7	0	-12	-8	-6	0
COC(=O)[C@]12CCCCC=C1N(CCC1=CCCCC1)C(=O)[C@H](CC(=O)NCc1cccc(C(F)(F)F)c1)C2	.	-1	-12	-5	2	.	.	0	11
CC1(C)OC(=O)N(c2ccccc2)C12C=Cc1c(ccc3ccccc13)O2 (stereo unspecified)	-8	3	-3	3	-1	-4	6	-5	-6
CC(C)C[C@H](NC(=O)c1[nH]cnc1C(=O)Nc1ccccc1F)C(=O)OC(C)(C)C	-16	2	-1	-17	1	-5	5	0	3
COc1cccc(-c2c(-c3cc(OC)cc(OC)c3)n(C)c3ccc(-c4cnc(OC)nc4)cc23)c1	-11	4	0	-10	2	-3	5	3	4
CC1C(Br)C(=O)NC(=O)N1Cc1ccccc1 (stereo unspecified)	-5	10	2	1	1	-1	7	2	8
CC1CCc2nn(CC(=O)Nc3ccc(F)cc3F)cc2C1 (stereo unspecified)	15	-2	-10	-4	1	-4	-10	0	1
O=C1CCN(S(=O)(=O)c2ccccc2)CCN1CCOCc1ccc(F)cc1	-6	16	-1	-9	3	1	2	4	4
NC(=O)c1ccc(-c2nnn(CC(=O)Nc3cccc(S(=O)(=O)N4CCCC4)c3)n2)cc1	-6	6	-3	2	0	-8	0	2	-10
COc1ccc(CCNC(=O)CSc2nnc(CNC(=O)c3c(F)cccc3Cl)o2)cc1OC	11	0	3	-4	2	-2	-1	-4	7
Cc1ccc(N(CN2C(=O)NC(C)(C)C2=O)CN2C(=O)NC(C)(C)C2=O)cc1	7	2	-1	2	0	-3	0	-1	4
O=C(CSc1ccc2nnc(CCNC(=O)c3ccc(F)cc3)n2n1)NCc1ccco1	-12	2	-6	-4	-1	-1	15	-3	14
COc1cc(OC)cc(-c2nnc(N(C)C(=O)c3ccncc3)s2)c1	-7	6	1	-4	1	-8	4	-1	1
Cc1cccc(C(=O)Nc2nnc(S(=O)(=O)N3CCC(C)CC3)s2)c1	-5	1	6	0	3	1	9	-1	-5
CC(C)(C)CC(=O)Nc1nn[nH]n1	-17	0	-1	4	0	-1	6	0	8
CC(C)c1onc(C(=O)NC2CCCCC2)c1[N+](=O)[O-]	-8	0	2	-9	1	-6	4	-2	0
Cc1ccccc1N1CC(C(=O)N2CCCCCC2)CC1=O (stereo unspecified)	-2	0	-3	-4	1	0	4	0	1
O=C(COC(=O)c1cccc(Cl)c1)NC(=O)NCc1ccccc1	-8	3	-1	-4	-1	-1	13	-1	-4
Cc1ccc(NC(=O)C2CC(=O)NC(N3CCc4ccccc43)=N2)cc1 (stereo unspecified)	-9	-1	8	0	0	-5	3	-2	-2
Cc1ccccc1-n1ncc2c1CC(C)(C)CC2NC(=O)CN1CCCC1=O (stereo unspecified)	-5	1	-2	9	0	-3	4	-4	11
CC(C)CN1C(=O)/C(=C(/C#N)C(=O)NC2CCCCC2)c2ccccc21	23	24	-10	8	20	3	-7	11	18
COc1ccc(CNc2nc(NCc3ccc(OC)cc3)c3[nH]cnc3n2)cc1	0	19	14	5	3	1	10	8	-9
O=C(Nc1ccc(F)cc1)C(c1ccccc1)N1CCN(c2ccncc2)CC1 (stereo unspecified)	.	4	0	-11	2	.	.	-3	-9
O=C(NN1CC(C(=O)OCc2ccc(Cl)cc2Cl)CC1=O)c1ccccc1 (stereo unspecified)	-7	7	-2	-14	4	-3	3	-4	-14
COc1cccc(NC(=O)Nc2cccc(C)n2)c1	-10	-3	-3	7	0	11	5	-3	11
COc1cccc(OCCOc2ccccc2OC(C)C)c1	-5	6	-1	-8	0	-5	1	-7	-13
COc1ccc(NC(=O)N2CCCC(C(=O)NCc3ccccc3F)C2)cc1 (stereo unspecified)	-9	-2	-1	15	2	-4	10	-4	7
O=C(COC(=O)c1cccc(S(=O)(=O)NCc2ccccc2)c1)Nc1ccccc1OC(F)F	5	16	-16	-8	8	-3	-3	-4	-1
O=C(OCC1OC(n2cnc3c(N(C(=O)c4ccccc4)C(=O)c4ccccc4)ncnc32)C(O)C1F)c1ccccc1 (stereo unspecified)	12	.	-7	-10	12	-5	-4	0	4
Cc1ccc(C(=O)OC(C)C(=O)NCc2ccc3c(c2)OCO3)cc1S(=O)(=O)N1CCOCC1 (stereo unspecified)	-5	2	-6	-1	4	-2	1	-2	4
CCOC(=O)N1CCN(Cc2nc3ccc([N+](=O)[O-])cc3c(=O)n2-c2ccc(OC)cc2OC)CC1	17	7	-12	-22	18	-5	-14	2	15
Cc1n[nH]c(C)c1S(=O)(=O)N1CCc2ccccc21	-21	21	0	3	0	0	-5	-1	1

Quoted from the listing:
Reading of COc1ccc(CNc2nc(NCc3ccc(OC)cc3)c3[nH]cnc3n2)cc1 in CHRM1 PAM: 10
Reading of CC1C(Br)C(=O)NC(=O)N1Cc1ccccc1 (stereo unspecified) in TAAR1 ag: 10

Other compounds:
SMILES	M1 antag	TAAR1 ag	CHRM5 PAM	M4 antag	CHRM4 agonist	M1 ag	CHRM1 PAM	CHRM5 agonist	CHRM5 antagonist
Cc1cccc(/C(N)=N/OC(=O)Cc2cccs2)c1	-6	2	5	4	4	-7	3	1	-6
COC(=O)C(CC(C)C)NC(=O)C(N)Cc1ccccc1 (stereo unspecified)	-3	0	-5	3	0	-4	5	0	2
Cc1cccc(NC(=O)C2CC2c2ccccc2)c1C (stereo unspecified)	2	0	8	7	0	-9	-2	-7	2
O=C(Nc1ccccc1NS(=O)(=O)c1ccc(F)cc1)C1CCCC1	-7	1	-2	-1	1	-2	7	-2	8
CCOC(=O)c1ccc(CSc2ncn[nH]2)o1	-2	3	1	0	0	-6	15	6	6
CC1CCN(C(=O)C(C)OC(=O)CSc2ccc([N+](=O)[O-])cc2)CC1 (stereo unspecified)	-16	8	-7	-6	1	0	14	1	5
CCOC(=O)c1c(C)[nH]c(C)c1S(=O)(=O)N(C)CC(=O)Nc1ccccc1OC	-5	2	-4	9	2	-1	7	-4	23
Cc1ccc(NC(NC(=O)Cc2ccccc2)C(Cl)(Cl)Cl)cc1 (stereo unspecified)	4	-3	-9	2	2	-8	-4	-7	16
O=S(=O)(NCCN1CCOCC1)c1ccc(F)c(Cl)c1	-8	3	7	-2	0	-5	7	-4	-1
C=CCN1C(=O)CSC1=Nc1ccc(NC(C)=O)cc1	-8	0	0	9	0	-1	8	-5	2
Cc1ccc(NC(=O)C2CCN(S(=O)(=O)c3cccnc3)CC2)cc1C	2	5	-1	-14	7	-2	2	-2	-1
O=C(Cn1c(O)c(/C=C2\C=Nc3ccccc32)sc1=O)N1CCOCC1	-6	7	-4	-3	2	-2	7	4	6

Part of the list above in a different format:
SMILES | M1 antag | TAAR1 ag | CHRM5 PAM | M4 antag | CHRM4 agonist | M1 ag | CHRM1 PAM | CHRM5 agonist | CHRM5 antagonist
Cc1cccc(/C(N)=N/OC(=O)Cc2cccs2)c1 | -6 | 2 | 5 | 4 | 4 | -7 | 3 | 1 | -6
COC(=O)C(CC(C)C)NC(=O)C(N)Cc1ccccc1 (stereo unspecified) | -3 | 0 | -5 | 3 | 0 | -4 | 5 | 0 | 2
Cc1cccc(NC(=O)C2CC2c2ccccc2)c1C (stereo unspecified) | 2 | 0 | 8 | 7 | 0 | -9 | -2 | -7 | 2
O=C(Nc1ccccc1NS(=O)(=O)c1ccc(F)cc1)C1CCCC1 | -7 | 1 | -2 | -1 | 1 | -2 | 7 | -2 | 8
CCOC(=O)c1ccc(CSc2ncn[nH]2)o1 | -2 | 3 | 1 | 0 | 0 | -6 | 15 | 6 | 6
CC1CCN(C(=O)C(C)OC(=O)CSc2ccc([N+](=O)[O-])cc2)CC1 (stereo unspecified) | -16 | 8 | -7 | -6 | 1 | 0 | 14 | 1 | 5
CCOC(=O)c1c(C)[nH]c(C)c1S(=O)(=O)N(C)CC(=O)Nc1ccccc1OC | -5 | 2 | -4 | 9 | 2 | -1 | 7 | -4 | 23
Cc1ccc(NC(NC(=O)Cc2ccccc2)C(Cl)(Cl)Cl)cc1 (stereo unspecified) | 4 | -3 | -9 | 2 | 2 | -8 | -4 | -7 | 16
O=S(=O)(NCCN1CCOCC1)c1ccc(F)c(Cl)c1 | -8 | 3 | 7 | -2 | 0 | -5 | 7 | -4 | -1
C=CCN1C(=O)CSC1=Nc1ccc(NC(C)=O)cc1 | -8 | 0 | 0 | 9 | 0 | -1 | 8 | -5 | 2
Cc1ccc(NC(=O)C2CCN(S(=O)(=O)c3cccnc3)CC2)cc1C | 2 | 5 | -1 | -14 | 7 | -2 | 2 | -2 | -1
O=C(Cn1c(O)c(/C=C2\C=Nc3ccccc32)sc1=O)N1CCOCC1 | -6 | 7 | -4 | -3 | 2 | -2 | 7 | 4 | 6

The list goes on.
SMILES	M1 antag	TAAR1 ag	CHRM5 PAM	M4 antag	CHRM4 agonist	M1 ag	CHRM1 PAM	CHRM5 agonist	CHRM5 antagonist
COC(=O)C1C(=O)NCC1c1ccc(C)cc1 (stereo unspecified)	-2	5	-2	-1	1	-2	3	1	1
CCOC(=O)c1c(C)c(C(=O)O)n(C)c1C	-2	6	0	3	1	-2	-1	-1	2
CC(=O)c1cccc(NC(=O)CCc2nnc3ccc(NCc4ccc5c(c4)OCO5)nn23)c1	6	1	-5	0	0	-3	0	0	2
Cn1c(SCC(=O)NCC2CCCO2)nnc1-c1ccc(Cl)cc1 (stereo unspecified)	-18	7	3	-4	1	-4	14	0	-4
COc1ccc(S(=O)(=O)N(CC(=O)N/N=C/c2ccccc2C(=O)O)c2ccccc2OC)cc1	-20	0	5	6	0	-2	9	-6	0
COc1ccc(C(C)=O)cc1COC(=O)c1cccnc1SC	4	8	10	-8	1	-4	0	-4	1
